# 14-3-3 PPI = modulators of 14-3-3 gamma protein binding, primary screen, biochemical, fluorescence polarization. AID 422, 2006. FP, 14-3-3gamma / TMR-pS259-Raf peptide binding. 160,000 compounds, 0.19% hits. inhibition, % at 40 µM. 14-3-3 protein gamma (Homo sapiens), P61981; in the data active = inhibition above about 30%;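 note: 0% = protein plus tracer without compound and 100% = blank with tracer alone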
# Target sequence (P61981 whole entry, looked up): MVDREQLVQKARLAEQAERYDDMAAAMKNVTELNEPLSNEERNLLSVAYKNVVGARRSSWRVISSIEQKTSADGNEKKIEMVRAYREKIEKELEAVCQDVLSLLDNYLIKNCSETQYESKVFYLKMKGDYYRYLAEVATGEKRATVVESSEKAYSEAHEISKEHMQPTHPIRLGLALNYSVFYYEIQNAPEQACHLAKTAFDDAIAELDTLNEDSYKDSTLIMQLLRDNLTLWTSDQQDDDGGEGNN
# Numbers without * were called inactive; & = joins results of further samples. Not all compounds are listed; the hit share may differ from the screen's.
# A first look:
SMILES,14-3-3 PPI
N#Cc1nc(-c2ccccc2)oc1NCc1ccc2c(c1)OCO2,2
CCCCN(C)S(=O)(=O)c1ccc(C(=O)Nc2nnc(C3CC3)o2)cc1,-10
Cc1cc(C)n(-c2nc3ccccc3nc2N2CCN(S(=O)(=O)c3ccc(F)c(C)c3)CC2)n1,-7

# Results, previewed entries included:
SMILES,14-3-3 PPI
N#Cc1nc(-c2ccccc2)oc1NCc1ccc2c(c1)OCO2,2
CCCCN(C)S(=O)(=O)c1ccc(C(=O)Nc2nnc(C3CC3)o2)cc1,-10
Cc1cc(C)n(-c2nc3ccccc3nc2N2CCN(S(=O)(=O)c3ccc(F)c(C)c3)CC2)n1,-7
O=C(O)CCCN(Cc1ccccc1F)S(=O)(=O)c1ccc([N+](=O)[O-])cc1,0
COC(=O)c1ccc(Oc2nc(N(C)C)nc(N(C)C)n2)cc1,-6
O=C(Nc1cnccn1)c1cccnc1,6
CCOC(=O)COc1ccc2c(c1)c(C(=O)OCC)c(C)n2CC,-13
Cc1cc(NC(=O)NC(=O)c2ccc(C(F)(F)F)cc2)n[nH]1,5
O=C(CN1C(=O)NC2(CCc3ccccc32)C1=O)Nc1cc(C(F)(F)F)ccc1N1CCOCC1 (stereo unspecified),-3
COc1ccc(-n2cc(C(=O)NCc3cccnc3)c3ccccc3c2=O)cc1,4
CSC1=NCCN1C(=O)c1cccc(C(F)(F)F)c1,-7
O=C(CSc1nc2c(sc3ccccc32)c(=O)n1C1CCCCC1)NCc1ccccc1,-10
c1ccc2oc(SCCCCSc3nc4ccccc4o3)nc2c1,-9
Cc1ccc(C(=O)Nc2ccc(-c3nc4cc(C)cc(C)c4o3)cc2)cc1,-69
O=C1c2ccccc2C(=O)N1CC1c2ccccc2CCN1S(=O)(=O)c1ccc(OC(F)(F)F)cc1 (stereo unspecified),2
Cc1ccc(C2C3=C(CCCC3=O)Nc3[nH]c(=S)[nH]c(=O)c32)cc1 (stereo unspecified),0&8
Cc1ccc(NC(=O)c2sc3ncn(CC(=O)Nc4ccc(C)c(Cl)c4)c(=O)c3c2C)c(Br)c1,-6
COc1cccc(CNS(=O)(=O)c2cn(C)cn2)c1,2
CC(C)NC(=O)CCn1nc(-c2ccc(Cl)cc2)ccc1=O,-13
CCN(Cc1ccccc1)C(=O)CSc1nc2cc(OC)c(OC)cc2c2nc(C)nn12,-2
Cc1cccc(NC(=O)c2ccc(NC(=O)CCS(=O)(=O)c3cccs3)cc2)c1C,-16
COCCNC(=O)c1sc2ncn(Cc3ccccc3Cl)c(=O)c2c1C,-1
COc1ccc(C2=NN(CC(=O)NCCN3CCOCC3)C(=O)CC2)cc1,2
CCOc1cccc(C2Oc3nc(SC)nnc3-c3ccccc3N2C(=O)CC)c1OC(=O)CC (stereo unspecified),2
CC(C)(C)c1ccc(OCCCC(=O)NC2CCCCC2)cc1,-1

# The list goes on:
SMILES,14-3-3 PPI
CCCC(=O)Nc1cccc(-c2nc3ccccc3o2)c1,-23
Cc1cc(C(=O)Nc2nnc(-c3ccccc3)s2)no1,-14
Cc1c(C(=O)Nc2ccc(-c3nc4ccccc4o3)cc2)oc2ccccc12,-167
COc1ccccc1CNC(=O)Cn1ncc2c(=O)oc3ccccc3c21,-4
CC(=O)C1=C(O)C(=O)N(c2cc(C(C)(C)C)on2)C1c1ccc(C(C)C)cc1 (stereo unspecified),-8
Cc1cccc(NC(=O)C2CC(O)CN2C(=O)OCc2ccccc2)c1 (stereo unspecified),-6
CC(C)NC(=O)c1ccc2nc3ccccc3c(=O)n2c1,5
CCCSc1nc2c(c(=O)n(C)c(=O)n2C)n1Cc1ccc(C)cc1,-1
O=[N+]([O-])c1ccc(OC2=C(c3ccccc3)N3CCN=C3S2)cc1,2
Cn1c(=O)oc2cc(S(=O)(=O)N3CCCC(C(=O)N4CC=C(c5ccccc5)CC4)C3)ccc21 (stereo unspecified),0
CCn1c(SCC(=O)C(C)(C)C)nnc1-c1ccccn1,0
Cn1cccc1Cc1nnc(SCC(=O)N2CCc3ccccc32)n1CCc1ccccc1,-2
COc1ccc(-c2noc(-c3ccccc3C(=O)Nc3cccnc3)n2)cc1OC,-5
CC1(c2ccccc2)CC(C)(C)N(C(=O)COC(=O)CN2C(=O)c3ccccc3C2=O)c2ccccc21 (stereo unspecified),-9
CC(=O)CCc1oc2ccccc2c1-c1ccc(C)cc1,-11
COc1ccc(NS(=O)(=O)c2ccc3c(c2)oc(=O)n3C)cc1OC,-9
COc1ccc(C(=O)CSc2nc3nc(C)cc(C)c3c(=O)[nH]2)cc1,-13
COc1ccc(S(=O)(=O)N2CCC(O)(c3ccc(Cl)cc3)CC2)cc1,-6
CCCCn1c(-c2ccc(Cl)cc2)nc2c(=O)n(C)c(=O)[nH]c21,-1
CCCSc1nc(-c2ccc(F)cc2)cc(C(F)(F)F)c1C#N,-2
CC(C)CC1=NN2C(=O)CC(=O)N=C2S1,-15
C/C(=N\O)c1ccc(N2C(=O)C3CC=C(Cl)CC3C2=O)cc1 (stereo unspecified),-2
C=CCn1c(N)cc(=O)nc1SCC(=O)Nc1cc(C)on1,-13
O=C1Nc2ccccc2C12OCCO2,2
CCc1cc(C(=O)OC)c(NC(=O)CCCC(=O)O)s1,2

# Some of the entries so far, with each value named:
> C/C(=N\O)c1ccc(N2C(=O)C3CC=C(Cl)CC3C2=O)cc1 (stereo unspecified)
  14-3-3 PPI: -2

> C=CCn1c(N)cc(=O)nc1SCC(=O)Nc1cc(C)on1
  14-3-3 PPI: -13

# Going on with the list:
SMILES,14-3-3 PPI
Cc1ccc(CS(=O)(=O)CCC(=O)NC2CC2)cc1,-4
CC(=O)n1nc(N)c([N+](=O)[O-])c1N,1
C/C(N)=C(/C#N)C(=O)CN1CCCCC1,-4
O=C(CCCOc1ccccc1)N1CCN(C(=O)c2ccco2)CC1,-10
COc1ccc2c(=O)c(-c3cscn3)c(C(F)(F)F)oc2c1,3
Cc1cc(Oc2ccc([N+](=O)[O-])cc2)ccc1[N+](=O)[O-],4
Cc1cccc2c1nc(-c1ccccc1)n1cnnc21,-4
OCC1OC(n2nc3ccccc3n2)C(O)C(O)C1O (stereo unspecified),0
Cc1cc(-n2c(C)cc(C(=O)COc3ccc4ccc(=O)oc4c3)c2C)no1,3
CCOC(=O)C1CCN(C(=O)c2cn(CC(C)C)c(=O)c3cc(OC)c(OC)cc23)CC1,-1
O=C(Nc1ccc(-c2nc3ccccc3o2)cc1)c1ccc(N2C(=O)C3C4C=CC(C4)C3C2=O)cc1 (stereo unspecified),-7
Nc1ccc2nonc2c1,9
COc1ccc(-n2nnc3c(SCC(=O)c4ccccc4)ncnc32)cc1,-6
O=C(c1cccn2c(=O)c3cc4ccccc4cc3nc12)N1CCN(Cc2ccccc2)CC1,18
COc1ccc(-c2cnnn2-c2ccc(NC(=O)c3ccc(S(=O)(=O)N(C)C)cc3)cc2)cc1OC,-5
CN(C)CCNC(=O)CCCN1C(=O)c2ccccc2C1=O,10
CCCNC(=O)Cn1cnc2sc(C(=O)N3CCCC(C)C3)c(C)c2c1=O (stereo unspecified),1
COc1ccc(Cl)cc1Nc1ccc(C(=O)O)cc1N,-10
CCC(c1ccccc1)c1nnc(NC(=O)c2ccco2)s1 (stereo unspecified),-3
O=c1nc(N2CCCC2)nc(Nc2ccccc2)[nH]1,-12
CCOC(=O)C1=C(C)NC2=C(C(=O)C(C(=O)OCC)C(c3ccccc3OC)C2)C1c1ccccn1 (stereo unspecified),2
Cc1ccc(NC(=O)CSc2c3c(nc4ccccc24)CCCC3)cc1F,-19
O=C(CC(CN1Cc2ccccc2C1)c1ccccc1)Nc1c2c(nc3c1CCC3)CCCC2 (stereo unspecified),-4
CN(Cc1ccccc1)C(=O)c1ccc2c(=O)n(-c3cccc(C(F)(F)F)c3)c(=S)[nH]c2c1,4
CC1CCCN(S(=O)(=O)c2ccc(F)c(C(=O)NC3CCCCCC3)c2)C1 (stereo unspecified),-8

# Remaining list, next part.
SMILES,14-3-3 PPI
COc1ccc(C2SCCN2C(=O)c2cc3ccccc3oc2=O)cc1OC (stereo unspecified),4
Cc1ccccc1OCC(=O)Nc1cc(Sc2ccccc2)cc([N+](=O)[O-])c1,-5
Cc1noc(C)c1S(=O)(=O)N1CCC(C(=O)NC2CCCc3ccccc32)CC1 (stereo unspecified),1&-5
N#Cc1c(-c2ccccc2)nc(SCc2nc(N)nc(N3CCCCC3)n2)[nH]c1=O,-12
CCc1ccc(C2NN(C(=O)c3cccc(Br)c3)C3C(=O)N(c4cccc(C)c4)C(=O)C23)cc1 (stereo unspecified),-51
Cc1ccc(S(=O)(=O)n2nc(OC(=O)c3ccc(Cl)c([N+](=O)[O-])c3)cc2N)cc1,-6
CCc1ccc(NC(=O)CSc2nc3ccsc3c(=O)n2C(C)CC)cc1 (stereo unspecified),0
CCCS(=O)(=O)N1CCN(C(=O)c2cccnc2)CC1,5
Cc1ccc2cc3cc(C(=O)NCCCOC(C)C)oc3nc2c1,20
O=C(CN1C(=O)CSc2ccc(S(=O)(=O)N3CCOCC3)cc21)NCCCN1CCCC1=O,2
CC(C)(C)c1ccc(CNc2cc(N3CCCC3)ccc2[N+](=O)[O-])cc1,-16
CNCc1ccc(OCc2ccccc2)c(OC)c1,2
CCCc1cc2c(=O)c(-c3ccc4c(c3)OCCCO4)c(C)oc2cc1OC,-3
N#Cc1nc(COc2ccccc2)oc1N1CCCC1,-4
O=C(NC1CCCC1)c1ccc(CS(=O)c2ccccc2)o1 (stereo unspecified),-4
CCC(=O)NC1(C(F)(F)F)C(=O)Nc2c1c(=O)n(C)c(=O)n2C (stereo unspecified),-1
COCCn1cc(C(=O)c2ccccc2OCC(=O)Nc2cc(C)on2)cc(C#N)c1=O,5
O=C(CCCOc1ccccc1)Nc1ccc(C(=O)O)cc1,0
CCOc1ccc(-c2cn(-c3cc(C)ccc3C)c(=O)[nH]2)cc1Cl,-5
CCOCCCn1c(=S)[nH]c2cc(C(=O)N3CCC(Cc4ccccc4)CC3)ccc2c1=O,-6
Cc1c(Cl)cccc1-n1c(-c2cccc([N+](=O)[O-])c2)n[nH]c1=S,-3
Brc1ccccc1OCCCN1CCOCC1,6
CC1=C(C(=O)OC(C)C)C(c2ccc(N(C)C)cc2)C2=C(CC(C)(C)CC2=O)N1 (stereo unspecified),1
Cc1nnc(NC(=O)c2ccc(S(=O)(=O)N(C)c3ccccc3)cc2)o1,2
Cc1cc(C)c(Cn2c(=O)n(CCCC(=O)NCc3ccc4c(c3)OCO4)c(=O)c3sccc32)c(C)c1,-4

# Other entries follow.
SMILES,14-3-3 PPI
CC1CCc2sc3ncnc(N4CCOCC4)c3c2C1 (stereo unspecified),-13
C#CCN(C#N)c1nc(NCC)nc(NC(C)C)n1,4
Brc1ccccc1-c1nnc(CSc2nncn2-c2ccccc2)o1,2
CCN(C(=O)c1ccc2c(c1NCCO)C(=O)c1ccccc1C2=O)c1ccc(OC)cc1,-255
Fc1ccc2c(c1)C1C=CCC1C(c1ccc(Cl)cc1)N2 (stereo unspecified),-137
COc1cc(C(=O)Nc2ccc(S(=O)(=O)Nc3nc(C)cc(C)n3)cc2)cc(OC)c1OC,-7
Cc1nn(-c2nc3ccccc3[nH]2)c(=O)c2ccccc12,8
CC(C)c1nnc(NC(=O)Cn2nc(-c3ccc4c(c3)OCCO4)ccc2=O)s1,0
O=C(O)CCN1CCc2ccccc21,-3
COc1ccc2c(c1)CCc1c(C(=O)Nc3cc(Cl)ccc3O)noc1-2,-76
COc1ccc(Cl)cc1NC(=O)C1CCCN(S(=O)(=O)c2cccc3nsnc23)C1 (stereo unspecified),0
CC(C)C(NC(=O)c1ccc(C23CC4CC(CC(C4)C2)C3)cc1)C(=O)NCc1cccnc1 (stereo unspecified),-14
Cc1ccc(NC(=O)c2c(NC(=O)C(F)(F)F)sc3c2CCC3)c(C)c1,-239
COC(=O)C1=C(C)N(c2cccc3ccccc23)C(=O)C1,-7
COc1ccc(NC(=O)C(C)NS(=O)(=O)c2ccccc2)cc1Cl (stereo unspecified),-6
O=S(=O)(Nc1ccc2c(c1)nc1n2CCOC1)c1ccc(Cl)cc1,4
Cc1ccc(O)c(C(=O)c2cc(C#N)c(=O)n(CC3CCCO3)c2)c1 (stereo unspecified),-7
COc1ccc([N+](=O)[O-])cc1NC(=O)c1sc2ncnc(N3CCc4ccccc4C3)c2c1C,-2
Cc1ccc(S(=O)(=O)c2nc(S(C)(=O)=O)sc2N(C)C)cc1,1
CCOC(=O)c1cccc(Nc2nc(-c3ccc(Cl)cc3)nc3ccccc23)c1,-8
CN(C)c1nc(SCCOC(=O)c2ccccc2)nc(N(C)C)n1,-9&2
COc1ccc(/C(O)=C2\C(=O)C(=O)N(CCCN(C)C)C2c2ccc(F)cc2)cc1 (stereo unspecified),-4
CCC(Sc1nc2c(sc3ccccc32)c(=O)n1CCc1ccccc1)C(=O)N1CCOCC1 (stereo unspecified),-5
S=c1[nH]nc(-c2ccccc2)n1CC1CCCO1 (stereo unspecified),-8
COc1cc(C=Nc2c(C)n(C)n(-c3ccccc3)c2=O)cc(OC)c1OC(C)=O,-2

# The closing seven compounds of the section above are carried over, then new ones follow.
SMILES,14-3-3 PPI
Cc1ccc(S(=O)(=O)c2nc(S(C)(=O)=O)sc2N(C)C)cc1,1
CCOC(=O)c1cccc(Nc2nc(-c3ccc(Cl)cc3)nc3ccccc23)c1,-8
CN(C)c1nc(SCCOC(=O)c2ccccc2)nc(N(C)C)n1,-9&2
COc1ccc(/C(O)=C2\C(=O)C(=O)N(CCCN(C)C)C2c2ccc(F)cc2)cc1 (stereo unspecified),-4
CCC(Sc1nc2c(sc3ccccc32)c(=O)n1CCc1ccccc1)C(=O)N1CCOCC1 (stereo unspecified),-5
S=c1[nH]nc(-c2ccccc2)n1CC1CCCO1 (stereo unspecified),-8
COc1cc(C=Nc2c(C)n(C)n(-c3ccccc3)c2=O)cc(OC)c1OC(C)=O,-2
O=C(CCn1c(=O)oc2ccccc21)NCCN1CCOCC1,-4
O=C(c1ccco1)N1CCN(C(=O)c2cc3c(s2)-c2ccccc2OC3)CC1,-6
O=c1oc2ccccc2cc1-c1cn2c(n1)sc1cc(Oc3ccccc3)ccc12,-43
COc1ccc(S(=O)(=O)Nc2cc(C)ccn2)cc1,9
O=C1c2ccc(Oc3ccc([N+](=O)[O-])cc3)cc2C(=O)N1CCO,1
CCN(CC)CCCNc1nc2ccccc2[nH]1,-3
COC(=O)CSc1nnc(CNC(=O)c2ccco2)n1-c1ccc(F)cc1,-5

# Compound activity as filed in PubChem BioAssay.
